PostGolgi yeast = phenotypic screen on post-Golgi transport, primary screen | post-Golgi transport phenotypic cell assay | AID 739, 2007 | 98,000 tested, 0.9% active | inhibition, % at 10 µM;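 also: yeast cells grown in 1536-well plates; yeast grown about 18 h at 30C before absorbance read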
sEH inhibitor = soluble epoxide hydrolase inhibitors, primary screen, biochemical, human sEH; recombinant human sEH enzymatic activity assay; inhibition, % at 2 µM; 91,000 tested, 0.34% active; AID 707, 2007; in the data active = inhibition above about 80%; also: values of inactives mirror those of a sister screen read the other way; many of its hits are not listed in these tables
sEH activator = soluble epoxide hydrolase activators, primary screen, biochemical, human sEH. Bifunctional epoxide hydrolase 2 (Homo sapiens), P34913. purified human sEH enzymatic activity, activator screen. activation, % at 2 µM. 91,000 tested, 0.04% active. AID 717, 2007; in the data active = activation above about 37%; also: values of inactives mirror those of a sister screen read the other way
PostGolgi ctrl = growth inhibition of yeast control strain, primary screen, counter-screen for post-Golgi transport modulator project; AID 738, 2007; efflux-deficient yeast background strain, growth absorbance A615, 16 h; inhibition, % at 10 µM; 98,000 tested, 5% active
S1P2 ag = S1P2 receptor agonists, primary screen, cell-based; Sphingosine 1-phosphate receptor 2 (Homo sapiens), O95136; S1P2-expressing cell line, agonist reporter read-out; activation, % at 4.5 µM; 97,000 tested, 0.46% active; AID 729, 2007; in the data active = activation above about 16%;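 also: 0% = vehicle low control and 100% = maximal reference agonist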
DAT uptake mod = changed hDAT dopamine uptake under cocaine IC80, either direction, primary screen, cocaine antagonist project, cell-based, LLC-PK1 hDAT, [14C]-dopamine uptake, MLSMR. Sodium-dependent dopamine transporter (Homo sapiens), Q01959. LLC-PK1 hDAT cells, [14C]-dopamine uptake with cocaine IC80; actives deviate in either direction. B-score at 10 µM. 110,000 tested, 1.3% active;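 active = Z score or B-score, a plate-position-corrected score, falls beyond the plate's 99.7% confidence bounds, in either direction; inactive = both scores lie inside the 99.7% bounds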;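 also: scored against the spread of the other compound wells on the same plate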
Target sequence (Q01959 whole entry, looked up): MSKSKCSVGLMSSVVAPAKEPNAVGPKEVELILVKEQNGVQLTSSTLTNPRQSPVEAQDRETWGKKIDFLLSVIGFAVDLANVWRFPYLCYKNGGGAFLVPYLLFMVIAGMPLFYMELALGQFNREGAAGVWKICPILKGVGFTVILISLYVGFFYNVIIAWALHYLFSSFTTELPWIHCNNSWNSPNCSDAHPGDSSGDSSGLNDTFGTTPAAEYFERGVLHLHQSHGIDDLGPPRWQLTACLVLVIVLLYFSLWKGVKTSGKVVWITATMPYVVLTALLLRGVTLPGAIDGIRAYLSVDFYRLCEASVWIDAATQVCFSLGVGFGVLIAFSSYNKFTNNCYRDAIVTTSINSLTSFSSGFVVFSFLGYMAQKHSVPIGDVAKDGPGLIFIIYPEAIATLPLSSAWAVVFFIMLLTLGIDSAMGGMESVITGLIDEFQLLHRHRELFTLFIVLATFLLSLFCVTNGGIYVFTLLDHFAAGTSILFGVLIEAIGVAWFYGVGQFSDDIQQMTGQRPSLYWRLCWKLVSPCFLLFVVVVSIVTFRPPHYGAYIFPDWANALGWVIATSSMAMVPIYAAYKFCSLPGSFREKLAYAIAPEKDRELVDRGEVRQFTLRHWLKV
CYP2C19 inh = blockers of cytochrome P450 2C19 activity – biochemical, luminescence, ADME assay, primary screen; CYP2C19 Supersomes, luciferin-H EGE luminescence, 30 min; 96,000 tested, 21% active; inhibition, % at 5 µM;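 active = CYP2C19 inhibition above a set limit at 5 µM in the primary screen, cut at about 50% in these data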;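 also: plate controls were negative control wells for no effect and 2.5 mM tranylcypromine positive control for full effect; values of inactives mirror those of a sister screen read the other way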
Target sequence (P33261 whole entry, looked up): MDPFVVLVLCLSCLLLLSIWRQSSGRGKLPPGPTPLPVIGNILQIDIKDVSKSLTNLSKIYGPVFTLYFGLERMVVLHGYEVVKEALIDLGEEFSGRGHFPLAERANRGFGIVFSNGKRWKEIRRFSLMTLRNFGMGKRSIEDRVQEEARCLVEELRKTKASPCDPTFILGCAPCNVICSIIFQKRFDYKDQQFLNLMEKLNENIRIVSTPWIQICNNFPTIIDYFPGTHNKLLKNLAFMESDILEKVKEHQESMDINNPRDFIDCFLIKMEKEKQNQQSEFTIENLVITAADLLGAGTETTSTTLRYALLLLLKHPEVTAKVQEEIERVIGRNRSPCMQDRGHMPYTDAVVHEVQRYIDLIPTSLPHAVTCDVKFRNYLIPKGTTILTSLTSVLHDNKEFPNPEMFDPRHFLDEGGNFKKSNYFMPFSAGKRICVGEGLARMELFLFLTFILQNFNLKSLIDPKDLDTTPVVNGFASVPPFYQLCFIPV
S1P2 antag = human S1P2 receptor antagonists, primary screen, cell-based. Sphingosine 1-phosphate receptor 2 (Homo sapiens), O95136. cell-based S1P2 antagonist assay, inhibition at 5 uM. inhibition, % at 5 µM. 97,000 tested, 0.21% active; in the data active = inhibition above about 45%;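 also: CRE beta-lactamase reporter cells expressing human S1P2 stimulated with S1P; 0% = agonist at EC80 alone and 100% = agonist plus reference antagonist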
CYP2C19 activ = human CYP2C19 activators, primary screen, biochemical, luminescence; AID 1025, 2008; Cytochrome P450 2C19 (Homo sapiens), P33261; activation factor at 5 µM; recombinant CYP2C19, luciferin-H EGE luminescence; active compounds read high; 0 = fully inhibited enzyme, 1 = untreated enzyme; 96,000 tested, under 10 active;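 active = activation factor of at least 2 at 5 µM in the primary screen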;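 also: 0 = wells with 2.5 mM tranylcypromine and 1 = vehicle-only wells; values of inactives mirror those of a sister screen read the other way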
An asterisk follows results filed as active; x = no result given. Rule as the data show it, unless noted: active = inhibition above about 30%; inactive = the rest.

SMILES	PostGolgi yeast	sEH inhibitor	sEH activator	PostGolgi ctrl	S1P2 ag	DAT uptake mod	CYP2C19 inh	S1P2 antag	CYP2C19 activ
C=C(Cl)COc1cc(C)cc2oc(=O)cc(CC)c12	-2	-19	20	21	0	0.2	43	-6	0.6
O=C(c1cnn2c1NC(c1ccc(Br)cc1)CC2C(F)(F)F)N1CCN2CCCC2C1 (centres undefined)	2	-1	1	0	-1	1.1	12	0	0.9
CCN(c1ccccc1)S(=O)(=O)c1ccc(F)c(C(=O)O)c1	-3	x	x	1	x	-2.1	-19	x	1.2
O=c1c2ccccc2nc2c3ccccc3ncn12	x	-11	10	x	-4	0.059	-1	-7	1
O=C(Nc1ccc2[nH]c3c(c2c1)CCCC3)c1ccco1	-7	7	-5	0	-3	1.6	25	0	0.7
C=CCN1C(=O)C(Cc2ccc(Br)cc2)S/C1=N\N=C\c1ccco1 (centres undefined)	-6	0	3	10	-3	-0.52	-11	-19	1.1
COc1ccccc1CNC(=O)COC(=O)c1n[nH]c2ccccc12	-2	-5	7	6	-4	1.2	97*	-12	0
Cc1ccc(Nc2nc(N)nc(CSc3nc(C)cc(C)n3)n2)cc1	1	-16	17	29	0	1.5	1	-64	1
CN1C(=O)c2ccccc2C(C(=O)NCc2ccco2)C1c1c[nH]c2ccccc12 (centres undefined)	2	-5	3	0	-2	-0.47	-4	5	1
O=C(c1ccc2ccccc2n1)N1CCN(c2ccccc2)CC1	-2	3	0	7	1	0.4	35	0	0.7
CC1(C)CC(=O)c2cc(C(=O)NCc3ccco3)c(=O)n(-c3ccccc3)c2C1	-5	1	3	1	-4	0.77	9	4	0.9
CNC(=S)N1N=C(c2ccc(C)cc2)CC1c1ccc(Cl)cc1 (centres undefined)	-2	-15	12	44*	-1	-0.071	29	-4	0.7
COc1ccc(S(=O)(=O)Nc2ccccc2C(F)(F)F)cc1	-6	-2	7	10	0	0.5	78*	-17	0.2
CCN(CC)CCOC(=O)c1ccc(NC(=O)CCNC(=O)Cn2ccc3ccccc3c2=O)cc1	-7	x	x	2	x	-1.1	20	x	0.8
CC(C)NC(=O)C(=O)NC1CCCCCC1	-7	5	-10	6	-4	0.015	13	-4	0.9
CCCn1c2c(c(O)c(C(=O)NCCCN(CC)CC)c1=O)CCCC2	x	5	0	x	1	-0.03	x	1	x
Cc1nc(SCc2c(F)cccc2Cl)c2c(=O)n(C)c(=O)n(C)c2n1	-4	-17	14	27	-3	-0.16	12	0	0.9
O=C(Nc1ccc(CN2CCOCC2)cc1)c1ccccc1F	x	-2	2	x	-2	-1.2	x	22	x
CCN(CC)CCOc1ncnc2c1oc1ccccc12	2	-26	28	-8	-4	-0.35	66*	19	0.3
Cc1[nH]nc2c1C1(CCN(C(=O)c3ccccc3)CC1)C(C#N)=C(N)O2	6	-2	4	5	-6	-0.099	-2	-12	1
CCOCCCNC(=O)N[C@@H](C)C(=O)OC	-4	-10	8	1	1	-1.7	-2	11	1
C/C(=N\NC(=O)C1CC1c1ccccc1)c1cccc([N+](=O)[O-])c1 (centres undefined)	13	2	0	2	-1	0.55	12	9	0.9
CC(=O)Nc1nc(-c2ccccc2)nc(-c2ccccc2OC(C)=O)n1	-4	x	x	10	x	0.19	36	x	0.6
COCC(C)NC(=O)C1CC(=O)N(c2ccc(C)cc2)C1 (centres undefined)	-4	-2	3	-12	-8	-1.2	1	3	1
COc1cccc(CNc2ccc(N3CCC(C)CC3)cc2)c1OC	x	-7	8	x	-3	0.16	x	13	x
Cc1cc(C)nc(SCc2ccc3nonc3c2)n1	-13	-6	8	20	-2	0.17	46	-13	0.5
CCOC(=O)c1c(N2CCCCC2)c2ccccc2[nH]c1=O	4	6	-6	11	-4	0.017	-8	-9	1.1
COc1ccc(-n2nc3c(c2NC(=O)Cc2cccc(C)c2)CS(=O)C3)cc1 (centres undefined)	3	3	-4	3	-2	0.6	77*	-7	0.2
CCOC(=O)c1c(C)[nH]c(C(=O)OCC(=O)NC2CCS(=O)(=O)C2)c1C (centres undefined)	-4	x	x	5	-7	0.041	-11	-3	1.1
FC(F)(F)c1cccc(NC(=S)NCc2ccccc2)c1	3	16	-15	22	-5	-1.1	63*	-5	0.4
CC(=O)NC1CSCC1OC(C)=O (centres undefined)	-1	-10	10	-3	-2	0.0074	-10	16	1.1
Cc1ccc(C2C(C#N)C(C#N)N3CCCN23)cc1 (centres undefined)	4	-18	16	7	-5	0.23	-8	11	1.1
O=S(=O)(NC1=NCCC1)c1cccs1	12	0	1	19	1	1	8	4	0.9
Cc1c(Cl)c(-c2n[nH]c(=S)n2Cc2ccco2)nn1C	-5	1	0	0	-7	0.0043	31	-13	0.7
O=C(CSc1ncn(-c2ccccc2)n1)Nc1nc(-c2ccccc2)cs1	x	-3	0	x	-7	0.019	x	-5	x
O=C(O)CCSCC(=O)c1ccc2c(c1)OCCO2	13	12	-12	3	-3	-0.52	6	-3	0.9

With a hit mark in CYP2C19 inh, among the entries above:
canonical_smiles	PostGolgi yeast	sEH inhibitor	sEH activator	S1P2 ag	DAT uptake mod	CYP2C19 inh	S1P2 antag	CYP2C19 activ
COc1ccccc1CNC(=O)COC(=O)c1n[nH]c2ccccc12	-2	-5	7	-4	1.2	97*	-12	0
COc1ccc(S(=O)(=O)Nc2ccccc2C(F)(F)F)cc1	-6	-2	7	0	0.5	78*	-17	0.2
CCN(CC)CCOc1ncnc2c1oc1ccccc12	2	-26	28	-4	-0.35	66*	19	0.3
COc1ccc(-n2nc3c(c2NC(=O)Cc2cccc(C)c2)CS(=O)C3)cc1 (centres undefined)	3	3	-4	-2	0.6	77*	-7	0.2
FC(F)(F)c1cccc(NC(=S)NCc2ccccc2)c1	3	16	-15	-5	-1.1	63*	-5	0.4

Carrying on.
SMILES	PostGolgi yeast	sEH inhibitor	sEH activator	PostGolgi ctrl	S1P2 ag	DAT uptake mod	CYP2C19 inh	S1P2 antag	CYP2C19 activ
O=C1c2ccccc2C(=O)C1c1ccc2ccccc2n1	-6	x	x	13	x	-0.095	82*	x	0.2
CCCn1c(SCC(=O)NC23CC4CC(CC(C4)C2)C3)n[nH]c1=O	-5	6	-5	1	-2	-0.05	9	-6	0.9
COc1ccccc1N1CC(O)=C(c2nc3ccccc3s2)C1=N	-7	-7	10	3	-4	0.58	51*	-24	0.5
CCOC(=O)CN(Cc1ccccc1)S(=O)(=O)c1ccc(NC(C)=O)cc1	3	-13	12	13	-10	0.36	48	24	0.5
CCOc1cccc(C(=O)Nc2nccs2)c1	x	11	-11	x	-8	0.17	x	-8	x
Cc1ccc(NCC(=O)N/N=C/c2cc3ccccc3nc2Cl)cc1	-4	15	-12	15	-4	x	30	14	0.7
CN(C)S(=O)(=O)N1CCN(c2ccccc2)CC1	-5	1	-3	-6	-2	0.067	86*	-4	0.1
Cc1ccc(-n2nc(C)c3c2OC(N)=C(C#N)C3c2ccc(F)cc2)cc1 (centres undefined)	9	0	0	10	-5	-0.16	10	24	0.9
O=C(Nc1ccccc1C(=O)OCn1nnc2ccccc2c1=O)c1ccco1	7	-2	4	6	0	0.77	-2	-27	1
Cc1ccc(NC(=O)CSc2ncc(-c3ccccc3)n2C(=O)c2ccccc2)cc1	-1	10	-7	22	-5	-0.75	69*	-6	0.3
CC1CCN(Cc2nc3c(c(=O)n(C)c(=O)n3C)n2Cc2c(F)cccc2Cl)CC1	x	1	-6	x	-1	x	x	15	x
COCCNC(=O)c1ccc(CN2CCOCC2)cc1	x	-3	3	x	-2	-0.37	x	-14	x
CCN(CC)C(=O)CN1CCN(c2ncccn2)CC1	25	4	-6	-1	-9	x	-1	16	1
O=C(Nc1cc(Cl)ccc1Cl)C1CC(=O)N(c2ccc(Br)cc2)C1 (centres undefined)	-4	1	-4	6	-4	-0.52	19	14	0.8
CCOC(=O)/C(C#N)=C1/C=Cc2ccccc2N1CC	6	x	x	-3	x	0.018	35	x	0.7
CC(C)C1(C)C(=O)N=C2c3ccccc3C(=O)N21 (centres undefined)	1	2	-2	0	-6	-0.013	33	4	0.7
Cc1ccc2nc3c(cc(C#N)c(=O)n3-c3nccs3)c(=O)n2c1	4	x	x	31*	x	0.22	-2	x	1
Oc1oc(-c2ccccc2)nc1C=NCc1ccccc1	-15	-14	8	7	-3	1	78*	-6	0.2
COc1ccc(S(=O)(=O)N(C)CC(=O)N2CCCCC2)cc1Cl	-2	4	-6	3	-2	-0.42	48	-33	0.5
CCn1c(C)c2c(C)nnc(C)c2c1C	-4	1	-3	10	-1	-1.1	2	-5	1
CCOC(=O)c1ccc(NC(=O)N2CCN(CCc3ccccc3)CC2)cc1	-9	10	-6	12	-2	-0.49	43	-12	0.6
CSc1ccccc1-c1nnc(-c2ccc(Cl)cc2Cl)o1	-9	-9	10	-4	-2	x	6	4	0.9
CCOC(=O)CSc1nc2cc(OC)ccc2cc1C#N	-2	x	x	11	-7	-9.8*	46	-19	0.5
COC(=O)c1[nH]c2cc(OC)ccc2c1NC(=O)CCN1CCCCC1	2	-6	11	-2	1	0.00017	-7	1	1.1
CCCC(=O)OC1CC(C)N(C(=O)c2ccccc2)c2ccc(C)cc21 (centres undefined)	x	14	-12	x	-5	1.6	x	-6	x
O=C(OCC(=O)N1CCN(C(=O)c2ccco2)CC1)c1ccccc1C(=O)c1ccccc1	4	-3	4	3	-5	0.43	14	14	0.9
Clc1cccc(CSc2nnc([C@@H]3CCCN3)o2)c1	0	x	x	2	x	0.42	94*	x	0.1
Cc1ccsc1C(=O)Nc1ccccc1N1CCOCC1	-8	-9	12	7	-1	-0.53	7	-10	0.9
Cc1cc(=O)n2[nH]c(C(=O)O)nc2n1	-3	-1	2	2	-7	0.24	-10	24	1.1
CC1Cc2ccccc2N1C(=O)CSc1nc(-c2ccco2)cc(C(F)(F)F)n1 (centres undefined)	18	-2	2	-1	-2	-0.4	2	11	1
COc1ccc2[nH]c(=O)c(CN(Cc3ccc4c(c3)OCO4)C(C)=O)cc2c1	0	6	-6	-4	-7	0.83	4	-1	1
CCOC(=O)CCc1c(C)nc(SCC(=O)O)c(C#N)c1C	-6	6	-7	19	-2	-0.53	-21	11	1.2
Cc1cc(C)c(S(=O)(=O)NCc2cn3c(C)csc3n2)cc1C	-5	-19	20	-2	-3	0.89	18	12	0.8
Cc1ccc2c(c1)N=C(c1ccc(F)cc1)CO2	0	4	-4	-2	-7	-0.27	-9	3	1.1
Cc1cc(NC(=S)NC(=O)CC(C)C)ccc1Br	1	-10	10	3	-2	-0.79	12	1	0.9
O=C(O)c1cccc(NCc2ccncc2)c1	15	-5	5	-16	-15	x	7	-2	0.9
COCCCNC(=O)c1ccc(CS(=O)(=O)c2ccc(Br)cc2)o1	16	x	x	14	0	-0.15	18	2	0.8
C#CCn1c(=NC(=O)c2cccs2)sc2cccc(OC)c21	4	-6	5	29	3	x	9	-4	0.9
c1ccc2c(c1)OC(CCCN1CCCCC1)c1ccccc1S2 (centres undefined)	x	1	-4	x	-3	-0.97	x	4	x
O=C(NCc1ccccc1)[C@@H]1CSC2c3ccccc3C(=O)N21 (some centres undefined)	6	7	-7	-8	-3	1.1	81*	2	0.2
Cc1ccc(C(=O)NC(=S)Nc2cccc3nsnc23)cc1	3	7	-7	12	-10	-0.14	x	5	x
Cc1c(C(=O)OCC2CCCO2)[nH]c2c1C(=O)CC(c1ccco1)C2 (centres undefined)	-3	10	-8	10	-6	-0.021	69*	-4	0.3
Cc1ccc(-c2oc3ncnc(N)c3c2-c2ccc(C)cc2)cc1	-2	-10	9	4	-5	0.26	23	8	0.8
